Pf growth 48h – inhibits P. falciparum growth in the first generation, 48 h. AID 504832. hit rate 5.9% among 310,000. P. falciparum luciferase growth in erythrocytes, 48 h. Potency, µM (highest dose often 28.7 µM), for inactives: at the top dose activity change, negative = inhibition, hits mostly inhibitors; further: potency means the concentration at half of the fitted maximal effect; on the % scale 0 is the no-effect control and ±100 the full control effect
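In quantitative HTS format, infected erythrocytes bearing luciferase-reporter parasites were treated for a single generation at 37 C. Luminescence after adding detection reagent served as the growth measure.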
Sm TGR inh – S. mansoni TGR enzyme inhibition. hit rate 3% among 360,000. Q962Y6. purified TGR, DTNB reduction, TNB absorbance 405 nm. Potency, µM (titrated, usually from 114 µM), without a hit: at the highest dose activity change, negative = inhibition, hits mostly inhibitors; further: potency means the concentration at half of the fitted maximal effect; on the % scale 0 is the no-effect control and ±100 the full control effect; nearly all actives have a fitted effect of over 60% in size
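TGR 20 nM + NADPH 100 uM (dispensed conc.), cpd preinc 15 min RT; start with NADPH (500 uM addition) then DTNB (15 mM addition). Kinetic TNB absorbance, 405 nm filter. Four-parameter Hill fit across titration.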
FBPA Giardia inh – inhibitors of Giardia lamblia fructose-1,6-bisphosphate aldolase | A8B2U2 | purified Giardia FBPA | Potency, µM (top dose mostly 59.6 µM), without a hit: at the top dose activity, negative = inhibition, usual class: inhibitors | hit rate 0.71% among 290,000 | AID 2451; further: potency means the concentration at half of the fitted maximal effect; on the % scale 0 is the no-effect control and ±100 the full control effect; nearly all actives have a fitted effect of over 55% in size
Target sequence (A8B2U2 whole entry, looked up): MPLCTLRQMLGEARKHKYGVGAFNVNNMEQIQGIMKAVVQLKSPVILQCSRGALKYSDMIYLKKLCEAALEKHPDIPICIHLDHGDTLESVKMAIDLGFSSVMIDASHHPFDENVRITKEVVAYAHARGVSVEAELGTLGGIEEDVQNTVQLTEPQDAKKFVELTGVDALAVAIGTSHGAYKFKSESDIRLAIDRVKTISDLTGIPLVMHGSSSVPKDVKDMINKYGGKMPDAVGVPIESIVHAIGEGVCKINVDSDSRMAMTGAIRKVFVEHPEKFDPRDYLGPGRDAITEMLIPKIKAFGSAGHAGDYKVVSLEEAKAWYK
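40 nM FBPA preincubated 10 min at RT with compound (up to 57.5 uM final), then substrate plus GAPDH/TPI/NAD/arsenate coupling and diaphorase/resazurin added. Fluorescence read after 20 min at RT, 525/598 nm.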
Pf growth 96h – P. falciparum growth inhibition at 96 hours; hit rate 6.9% among 320,000; Potency, µM (top dose mostly 28.7 µM), for the others: at the top dose activity change, negative = inhibition, usual class: inhibitors; AID 504834; P. falciparum luciferase reporter growth, 96 h; further: potency means the concentration at half of the fitted maximal effect; on the % scale 0 is the no-effect control and ±100 the full control effect
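Two parasite generations (96 h, 37 C, 5% CO2) of compound exposure in infected erythrocytes (0.05% parasitemia, 2% hematocrit). Luciferase-reporter P. falciparum; decreased luminescence indicates inhibited growth, aimed at apicoplast-acting delayed death.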
Shiga toxin inh – blocks Shiga toxin action in Vero cells. inhibition, % at 38.7 µM. hit rate 9.2% among 290,000. Vero cells, Shiga toxin protein synthesis inhibition reporter. AID 2315; in the data active means inhibition mostly above about 28%, no sharp cut-off; inactive means mostly below about 43%; further: 0% is about no effect
Cycloheximide cs – counter-screen hit for Shiga toxin inhibitors, cycloheximide; cell reporter, cycloheximide protein synthesis inhibition counterscreen; max response, %; hit rate 12% among 300,000; AID 2314; in the data active means max response mostly above about 13%, no sharp cut-off; inactive means mostly below about 14%; further: read at 38.3 µM for the half of the compounds with a filed dose; 0% is about no effect
Starred values were filed as active, the others as inactive; ? = inconclusive; / = not tested or not shown; & = joins results of further samples; [ ] = dose if it differs, or a comment. Unless noted, the call rests on the fitted dose curve; in most records, active means well fitted curve in the direction sought with a large enough effect; inconclusive means small, poorly fitted or top-dose-only effect, or another doubt; inactive means no such curve, though single readings can be large; an effect the other way counts as inactive or inconclusive.

mol	Shiga toxin inh	FBPA Giardia inh	Pf growth 96h	Cycloheximide cs	Sm TGR inh	Pf growth 48h
c1ccc2c(c1)[nH]c1cnccc12	-15	-2%&0%	-3%	-1	-1%	-22%
O=C(O)/C=C/C(=O)Nc1ccc(Oc2ncnc3cc(Cl)ccc23)nc1	58*	5%	46%[activator]	26*	8.9µM*	40%[activator]
COc1ccc(C)cc1S(=O)(=O)N1c2ccc(C)cc2C2CN(C)CCC21 (configuration not stated)	/	/	10µM*	/	-19%	?
O=C(NC1CCCCC1)C(c1ccccn1)N(C(=O)Cc1cccs1)c1ccc(Cl)cc1 (configuration not stated)	9	0%	-11%	-2	10%	-23%
COc1cccc(NC(=O)CSc2nc3ccccc3n2C)c1	8	-3%	?	8	1%&11%	4%
COc1ccc(/C=C/C(=O)N2CC(C)OC(C)C2)cc1OC (configuration not stated)	-8	-4%	-20%	2	-7%	10%
CCOC(=O)[C@H]1[C@H]2COc3cc(OC)ccc3[C@@H]2N2C(=O)CN(Cc3ccco3)C(=O)[C@@]12C	/	/	-2%	/	18µM*	?
COC(=O)c1ccc(Cn2nc(C)c([N+](=O)[O-])c2C)o1	18	1%	13µM*	1	5%	-22%
CC(c1ccco1)N(Cc1ccco1)C(=O)Nc1ccccc1 (configuration not stated)	21	5%	-2%	-1	-24%	/
COc1ccc(CC(=O)NNC(=O)Cc2ccc(OC)cc2)cc1	15	8%	-5%	-2	/	10%
CC(C)(C)OC(=O)NCCCC[C@H](NC(=O)c1[nH]cnc1C(=O)Nc1ccccc1)C(=O)OC(C)(C)C	-4	?	5.2µM*	8	-2%	4.7µM*
CC(C)(C)NC(=O)NC(=O)CN1c2cccc3cccc(c23)S1(=O)=O	-11	-10%	13%	-3	-18%	11%
COc1cc(/C=N/NC(=O)CCN2CCN(C(c3ccccc3)c3ccccc3)CC2)ccc1O	4	7%	12µM*	1	-10%	?
N#Cc1c(Nc2ccccc2)sc(C(=O)c2ccc(F)cc2)c1N	9	0%	31%[activator]	-3	6%	-1%
CCOC(=O)/C(C)=N/NC(=O)c1ccc([N+](=O)[O-])cc1	34	-5%	10%	8	1%	4%
C=C1N(c2cccc(Cl)c2)C(=O)OC1(C)C	2	-1%	?	1	3%	11%
CCOC(=O)CNC(=O)CCNS(=O)(=O)c1ccc2c(c1)c(=O)n(C)c(=O)n2C	-17	5%	-23%	0	2%	/
CCCCNC(=O)CCc1c(C)nc2nc(-c3cc(OC)cc(OC)c3)nn2c1C	-22	2%	?	9	-10%	/
O=C(N/N=C/c1c[nH]c2ccccc12)c1cccc([N+](=O)[O-])c1	17	-11%	?	26*	-10%	25%
COc1ccc(NC(=O)C2=C(C)NC(=O)NC2c2cccc(OC)c2OC)c(OC)c1 (configuration not stated)	-15	-4%	28%	-2	6%	/
C=CCN(CC=C)C(=O)Nc1cc(OC)ccc1OC	-4	-4%	31%[activator]	-3	-8%	-5%
O=C(Nc1ccncc1)C1CC1c1ccccc1 (configuration not stated)	-9	3%	/	2	-5%	?
COc1ccc(Cl)cc1NC(=O)COC(=O)CNC(=O)C1CCCCC1	/	/	-8%	/	1%	-11%
O=[N+]([O-])c1nn(-c2ccc(Cl)cc2)n(O)c1=NCc1cccnc1	39	-9%	-12%	23*	-20%	-7%
CCOC(=O)c1cc([N+](=O)[O-])c([N+](=O)[O-])cc1NC(C)=O	-24	-22%	-14%	-8	0.5µM*	0%
O=C(NCc1ccccc1CN1CCCC1)c1ccc(OCc2cscn2)cc1	/	/	-32%	/	-3%	?
COc1ccc(N2C(=O)CC(c3cc(OC)c(OC)c(OC)c3)CC2=O)cc1	-5	2%	-8%	-2	-3%	-7%
O=C(Nc1cccc(F)c1)C1CCN(C(=O)c2ccccc2Cl)CC1	-11	6%	/	-2	3%	-18%
Cc1ccc(/C(=N/Nc2nc3ccccc3s2)C2=C(O)c3ccccc3C2=O)cc1	44*	-6%	102%[activator]	19	-1%	33%[activator]
COc1ccc(C2(c3ccc(OC)cc3)NC(=O)N(CC(=O)N(C)c3ccccc3)C2=O)cc1	72*	/	-34%	51*	-7%	32%[activator]
COc1ccc(NC(=O)C2CCCN(S(=O)(=O)c3cccnc3)C2)cc1OC (configuration not stated)	-6	1%	4%	7	7%	9%
CN1CCC(N(C)C(=O)c2cc(=O)c3ccccc3o2)CC1	-2	-1%	20%	-2	?	24%
COc1ccc(NS(=O)(=O)c2cccc(C(=O)N3CCCCCCC3)c2)cc1	/	/	-27%	/	-32%	-21%
CCOC(=O)Cn1c(=O)oc2cc(S(=O)(=O)NC3CCCCC3)ccc21	2	20%	?	-1	2%	-4%
Cc1csc(=NC(=O)c2ccccc2)n1CCO	-11	-7%	15%	-4	-21%	/
CC(=O)c1cnc2cc(-c3ccc(Cl)cc3)nn2c1C	56*	5%	45%[activator]	21*	1%	/
O=C(Nc1cccc(C(=O)N2CCCC2)c1)c1ccccc1	-3	-1%	/	-1	-10%	13%
O=C(Nc1cc(Cl)ccc1O)C1CC(c2ccccc2Cl)=NO1 (configuration not stated)	36	-5%	119%[activator]	-1	-15%	-11%
COc1cc(/C=C2/CC(C)OC2=O)c([N+](=O)[O-])cc1OC (configuration not stated)	-9	-2%	-7%	-1	-4%	5%
COC(=O)c1ccc(NC(=O)C(=O)N2CCN(C(=S)Nc3ccc(C)cc3)CC2)cc1	-8	1%	0.37µM*	-1	0%	-19%
COCCNCC(=O)Nc1ccc(OC(F)(F)F)cc1	16	?	119%[activator]	1	5%	-3%
COc1ccc(-c2nc(CCNC(=O)c3cccs3)cs2)cc1	35	-4%	?	-2	-3%&-3%	-26%
CCc1c(C)nc(SCC(=O)Nc2cccc(Br)c2)[nH]c1=O	9	1%	/	-6	-1%	4%
COc1ccc(CNC(=O)CCc2nnc3ccc(NCCCN4CCCC4=O)nn23)cc1	-5	14%	40%[activator]	-6	-1%	0%
CCCc1cc(=O)oc2cc(OCC(=O)NCC3CCC(C(=O)O)CC3)ccc12 (configuration not stated)	8	-3%	-24%	0	11%	1%

Continued; the last five above are carried over.
mol	Shiga toxin inh	FBPA Giardia inh	Pf growth 96h	Cycloheximide cs	Sm TGR inh	Pf growth 48h
COCCNCC(=O)Nc1ccc(OC(F)(F)F)cc1	16	?	119%[activator]	1	5%	-3%
COc1ccc(-c2nc(CCNC(=O)c3cccs3)cs2)cc1	35	-4%	?	-2	-3%&-3%	-26%
CCc1c(C)nc(SCC(=O)Nc2cccc(Br)c2)[nH]c1=O	9	1%	/	-6	-1%	4%
COc1ccc(CNC(=O)CCc2nnc3ccc(NCCCN4CCCC4=O)nn23)cc1	-5	14%	40%[activator]	-6	-1%	0%
CCCc1cc(=O)oc2cc(OCC(=O)NCC3CCC(C(=O)O)CC3)ccc12 (configuration not stated)	8	-3%	-24%	0	11%	1%
CN1CCN(S(=O)(=O)c2ccc(Sc3nnnn3-c3ccccc3)c([N+](=O)[O-])c2)CC1	-11	-10%	?	-1	7.1µM*	?
C#CCOCCOCCOCCNc1nc(N2CCN(C(=O)[C@H](C)n3cc(CCCN=C(N)N)nn3)CC2)nc(N2CCN(C(=O)[C@H](Cc3ccc(O)cc3)n3cc(CCO)nn3)CC2)n1	-9	18%	?	-3	?	-6%
CCC(C)/C=C(C)/C=C/C1=CC2=C(Cl)C(=O)C(C)(OC(C)=O)C(=O)C2=CO1 (configuration not stated)	24	-5%	9.3µM*	11*	-21%	?
Cc1[nH]c(=O)[nH]c(=O)c1S(=O)(=O)Nc1ccc(Cl)c([N+](=O)[O-])c1	-18	11%	-18%	-4	3%	40%[activator]
COc1ccc([N+](=O)[O-])cc1NC(=O)CC(c1ccccc1)c1ccccc1	15	6%	15%	2	-7%	-18%
C=CCNC(=O)/C(=C/c1cccc([N+](=O)[O-])c1)NC(=O)c1ccccc1	-6	3%	16%	-2	-5%	1%
Nc1cc(N2CCCCC2)c(Cl)cc1[N+](=O)[O-]	-7	14%	16%	1	15%	12%
CCC1(c2ccccc2)NC(=O)N(CC(=O)NNC(=O)CCN2CCN(c3ccccc3)CC2)C1=O (configuration not stated)	/	/	?	/	-4%	?
CCCCc1c(O)nc(SCC(=O)NCC2CCCO2)[nH]c1=O (configuration not stated)	-3	3%	-6%	-6	0%	-3%
Cc1ccccc1Cn1c([N+](=O)[O-])cnc1C	3	4%	25%	0	4%	5%
Cc1csc(NC(=O)c2ccc(COc3ccccc3)o2)n1	90*	-5%	73%[activator]	49*	-16%	75%[activator]
C/C(CC(=O)NC1CCCC1)=N\NC(=O)C1CCCCC1	22	0%	-27%	9	-2%	1%
COc1cccc(C2/C(=C(/O)c3ccc4c(c3)CC(C)O4)C(=O)C(=O)N2CCCn2ccnc2)c1 (configuration not stated)	22	-27%	7%	4	1%	12%
Cc1ccc(NC(=O)c2cc(S(=O)(=O)N3CCCCC3)c[nH]2)cc1C	-6	-4%	?	-2	5%	-11%
COCCNc1cc(C)nc2ccccc12	-8	-5%	60%[activator]	-3	-1%	-17%
CC(=O)Nc1ccc(SCC(=O)c2cc(C)n(-c3ccccc3)c2C)cc1	86	1%	81%[activator]	45*	-5%	118%[activator]
CC1=C/C(=C(/c2ccc(O)c(C)c2)c2ccccc2S(=O)(=O)O)C=CC1=O	/	/	-10%	/	-25%	-1%
O=C(c1cc(-c2ccccc2)on1)N1CCC2(CC1)OCCO2	79*	6%	20%	32*	7%	61%[activator]
O=c1c(CN2CCN(c3cccc(Cl)c3)CC2)coc2c(Cl)cc(Cl)cc12	-15	1%	56%[activator]	-3	14%	?
CCN(CC)CCN1C(=O)C(=O)/C(=C(/O)c2ccc(C)cc2)C1c1ccncc1 (configuration not stated)	-7	3%	?	-3	-15%	20%
C=CCSc1nnc(-c2ccc([N+](=O)[O-])cc2)o1	80	-1%	65%[1.15 µM]	19*	?	61%[activator]
CCOC(=O)c1[nH]c2ccc(OC)cc2c1NS(=O)(=O)c1ccc(Cl)s1	-3	1%	13%	-3	0%	-5%
COc1ccc(C(=O)Nc2ccccc2C(=O)NC(C(=O)NCc2ccco2)C(C)C)cc1 (configuration not stated)	16	6%	-9%	2	0%	-8%
OCCOc1ccc(CN2CCCC(N3CCN(c4ccc(F)cc4)CC3)C2)cc1 (configuration not stated)	-2	0%	358%[activator]	-2	-39%	-36%
O=C(NCc1ccccn1)Nc1ccc(F)cc1F	8	3%	57%[activator]	9	1%	51%[activator]
Cc1cc(-c2nnc3n2N=C(C(C)(C)C)CS3)n[nH]1	-3	-7%	26%	-1	-28%[11.4 µM]	/
COc1ccc(CCNC(=O)c2cc(-c3ccncc3)nc3c(Cl)cccc23)cc1OC	-13	4%	11%	-3	-5%	?
Cc1nc(C)c(C)nc1C	-9	1%	/	-12	-1%	/
C/C(CC(=O)Nc1ccc2c(c1)OCO2)=N\NC(=O)c1ccc(N)cc1	53*	-13%	8%	22*	40µM*	21%
COC(=O)C1=C(C(=O)c2ccc(C)cc2)C(c2ccc(O)c(OC)c2)n2nnnc2N1 (configuration not stated)	-19	12%	28%	-3	-17%	/
